# Screening data deposited in PubChem by Vanderbilt University.
# GIRK2 act: Activators of human GIRK2-containing channels; 34,000 tested, under 10 active; HEK293 GIRK2/NPY4 cells, thallium flux fluorescence; P48051; activation (% efficacy), % for hits at 37.5 µM;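 active means primary screen hit, no activity in plain HEK293 cells, and in GIRK2-only cells above 5% efficacy rising with concentration; inactive means the rest, including fluorescent compounds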;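 further: efficacy is normalized control-subtracted fluorescence 15 s after thallium addition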
# Target sequence (P48051 whole entry, looked up): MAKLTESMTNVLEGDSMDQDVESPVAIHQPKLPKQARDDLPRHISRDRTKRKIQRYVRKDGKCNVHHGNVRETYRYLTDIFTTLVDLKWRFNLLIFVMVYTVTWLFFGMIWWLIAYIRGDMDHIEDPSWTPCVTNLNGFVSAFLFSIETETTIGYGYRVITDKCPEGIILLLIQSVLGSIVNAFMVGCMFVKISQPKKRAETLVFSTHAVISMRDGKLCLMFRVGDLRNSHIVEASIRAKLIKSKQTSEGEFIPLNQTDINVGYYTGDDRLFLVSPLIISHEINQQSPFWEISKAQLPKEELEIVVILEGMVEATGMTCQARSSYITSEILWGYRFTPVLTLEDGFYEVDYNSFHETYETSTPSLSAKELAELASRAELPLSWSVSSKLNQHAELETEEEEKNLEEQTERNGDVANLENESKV
# Calls only; i = inactive. An excerpt; the hit share may differ from the screen's.
# The first seven entries (preview)
smiles	GIRK2 act
Cc1oc(-c2cccc(Cl)c2)nc1CSc1n[nH]c(=O)c2cc(-c3ccco3)nn12	i
COCCN1COc2ccc3cc(-c4ccc(OC)cc4OC)c(=O)oc3c2C1	i
Cc1ccc2nc3c(cc(C(=O)NCCN4CCOCC4)n3C)c(=O)n2c1	i
COc1cc(C(=O)Nc2ccc(CC(=O)NCc3cccs3)cc2)cc(OC)c1OC	i
CSc1nnc(-c2ccccc2NC(=O)c2cccc(S(=O)(=O)N3CCOCC3)c2)o1	i
CN1CCN(n2c3c(c(SCc4ccc(Cl)cc4)nc2=O)CCC3)CC1	i
CCCNC(=O)CSc1nnc(-c2cn(C)nc2OC)n1C	i

# Main list (from the top)
smiles	GIRK2 act
Cc1oc(-c2cccc(Cl)c2)nc1CSc1n[nH]c(=O)c2cc(-c3ccco3)nn12	i
COCCN1COc2ccc3cc(-c4ccc(OC)cc4OC)c(=O)oc3c2C1	i
Cc1ccc2nc3c(cc(C(=O)NCCN4CCOCC4)n3C)c(=O)n2c1	i
COc1cc(C(=O)Nc2ccc(CC(=O)NCc3cccs3)cc2)cc(OC)c1OC	i
CSc1nnc(-c2ccccc2NC(=O)c2cccc(S(=O)(=O)N3CCOCC3)c2)o1	i
CN1CCN(n2c3c(c(SCc4ccc(Cl)cc4)nc2=O)CCC3)CC1	i
CCCNC(=O)CSc1nnc(-c2cn(C)nc2OC)n1C	i
Cc1cc(C)cc(NC(=O)C(=O)NCC2CCN(C)CC2)c1	i
COc1ccccc1Cc1noc(C2CN(C(=O)c3cn(C)nn3)C2)n1	i
O=C(NCCNC(=O)c1ccc(F)cc1F)c1ccc(NC(=O)C2CC2)cc1	i
CC(C)c1c(C(=O)N2CCOCC2)nnn1-c1ccc(Br)cc1	i
O=C(Nc1nnc(CS(=O)(=O)c2ccccc2)o1)c1ccc(Cl)s1	i
COc1ccc(F)cc1S(=O)(=O)NCC(c1ccco1)N1CCc2ccccc2C1 (stereo not drawn)	i
COc1ccccc1N1CCN(c2nnc(SC)s2)CC1	i
Cn1c(=O)[nH]c(=O)c2c1nc(NCc1ccccc1)n2CC(=O)c1ccccc1	i
O=C(c1cccc(-n2cnnn2)c1)N1CCN(CCn2ncccc2=O)CC1	i
COc1ccc(C2(CNC(=O)c3ccc(F)cc3Cl)CCCC2)cc1	i
COc1ccc(F)cc1S(=O)(=O)N1CCN(Cc2nc(-c3ccccc3)cs2)CC1	i
COc1cc(-n2nnc(C(=O)Nc3ccc(C(C)C)cc3)c2N)ccc1Cl	i
Cn1cccc(C(=O)Nc2ccc3c(c2)N(C(=O)C(C)(C)C)CC3)c1=O	i
Cc1cn2nnc(C(=O)N3CCN(c4cc(Cl)ccc4C)CC3)c2c(=O)[nH]1	i
O=C(COc1ccccc1F)NCC(O)c1ccc(C(F)(F)F)cc1 (stereo not drawn)	i
Cc1ccc(C)c(C(=O)NCCC(O)c2cccs2)c1 (stereo not drawn)	i
Cc1cc(-c2nnc(SCC(=O)N3CCc4ccccc43)o2)c(C)o1	i
COc1ccc(S(=O)(=O)Nc2cccc(N3CCCCC3=O)c2)cc1	i
COc1ccc(C(=O)Nc2nnc(-c3ccc(SC)cc3)o2)cc1OC	i
Nc1cccc(OCCO)c1	i
CC(=O)Nc1cccc(NC(=O)CCc2c(C)nn(-c3nc(C)cc(=O)[nH]3)c2C)c1	i
Cc1ccc(-c2ccc(=O)n(CCCNC(=O)Cc3ccccc3Cl)n2)cc1	i
CCOC(=O)NCC1CCN(S(=O)(=O)C2CC2)CC1	i
O=C(NCCOc1ccc2nnc(-c3ccccc3)n2n1)c1cc2ccccc2oc1=O	i
CCOC(=O)c1c(SCC(=O)c2ccccc2)nc(=O)[nH]c1C	i
COc1cc(NC(=O)CSc2nnc(-c3cc(C)oc3C)o2)c(OC)cc1Cl	i
O=C(CCS(=O)(=O)c1ccc(Cl)cc1)Nc1ccc2scnc2c1	i
COC(=O)c1cc(-c2ccco2)nc2c1c(-c1cccs1)nn2C1CCS(=O)(=O)C1 (stereo not drawn)	i
Cc1cc(C(=O)Nc2nnc(-c3ccc(Cl)cc3)o2)on1	i
COc1ccc(-c2noc(Cn3ccn4nc(-c5ccccc5)cc4c3=O)n2)cc1	i
CC(C)(C)NC(=O)N1CCN(C(=O)c2cnn3ccccc23)CC1	i
COc1ccc(CCNC(=O)CCCn2nc(-c3cccs3)ccc2=O)cc1	i
Cc1cc(NC(=O)C2CCCN(S(=O)(=O)c3ccc(Cl)s3)C2)on1 (stereo not drawn)	i
Cc1csc(C(=O)N2CCC(CN3CCN(C)CC3C)CC2)c1 (stereo not drawn)	i
O=C(NCCS(=O)(=O)N1CCN(c2ccccn2)CC1)c1ccc2ccccc2c1	i
COc1cccc(N2C(=O)CN(Cc3ccccc3)C3CS(=O)(=O)CC32)c1 (stereo not drawn)	i
CC(=O)OC(COc1ccc(N(C)C(C)=O)cc1)Cn1c2ccccc2c2ccccc21 (stereo not drawn)	i
O=C(NCCN1CCOCC1)c1ccc(=O)n(Cc2ccc(F)cc2)n1	i
CNc1nn(CC(=O)NCc2ccccc2Cl)c(N)c1-c1nc(-c2ccccc2C)no1	i
COc1ccc(NC(=O)Cn2nc3ccc(SCc4ccc(Cl)cc4)nn3c2=O)cc1OC	i
Cc1ccsc1C(O)CNC(=O)C1CCC1 (stereo not drawn)	i

# More compounds follow.
SMILES	GIRK2 act
COc1ccc(CNC(=O)N2CCN(c3ncnc4c3nnn4C)CC2)cc1	i
O=C(CCc1ccccc1)NCC1CCN(C2CCCC2)CC1	i
CC(C)(C)CC(=O)NNC(=O)c1ccc(=O)n(Cc2ccc(Cl)cc2)c1	i
CCOc1cc(/C=c2\sc3nc4ccccc4n3c2=O)ccc1O	i
O=S(=O)(c1cccc(C(F)(F)F)c1)N1CCCSCC1CN1CCOCC1 (stereo not drawn)	i
O=C(Cc1cc(-c2ccc3c(c2)OCO3)on1)Nc1ccccc1C(F)(F)F	i
Cc1ccc(C(=O)NCC2CCN(S(C)(=O)=O)CC2)cc1C	i
O=C(Nc1ccc(Br)cc1F)c1ccc(=O)n(Cc2ccccc2)c1	i
O=S(=O)(NCC#CCN1CCc2ccccc2C1)c1c(F)cccc1F	i
O=C(NCCOc1ccccc1)c1ccccc1C(=O)c1ccccc1	i
O=C(NCc1ccco1)c1n[nH]nc1Nc1ccccc1	i
CCOCCCNC(=O)c1c(N)n(-c2cccc(C(C)=O)c2)c2nc3ccccc3nc12	i
CCOc1ccc(-c2cc(=O)n(CC(=O)NC(c3ccccc3)c3ccccc3)cn2)cc1	i
COc1ccccc1CNS(=O)(=O)c1cc2c3c(c1)CCN3C(=O)CC2	i
Cn1cccc1C(CNC(=O)C(=O)Nc1ccccc1F)N1CCOCC1 (stereo not drawn)	i
O=C(CN1CCN(c2ccc(Cl)cc2)C1=O)NCCc1c[nH]c2ccccc12	i
COC(=O)c1ccc(C(=O)N(Cc2ccco2)c2nc3ccccc3s2)cc1	i
COc1ccc(OC)c(-c2ccc(=O)n(CCNC(=O)Nc3cc(C)cc(C)c3)n2)c1	i
O=S(=O)(Cc1ccc(F)cc1)NCC#CCN1CCc2ccccc2C1	i
O=C(Cc1csc(NC(=O)c2ccc(=O)[nH]c2)n1)NCc1ccc(F)cc1	i
Cn1nnc2c(SCc3cccc(Cl)c3)ncnc21	i
O=C(NCCN1CCC(c2cccs2)CC1)C(=O)NCc1ccc2c(c1)OCO2	i
COc1ccc(NS(=O)(=O)c2cccc([N+](=O)[O-])c2)cc1N1CCCC1=O	i
COc1ccc2cc(S(=O)(=O)N3CCC(C(N)=O)CC3)ccc2c1	i
O=C(Nc1ccc(N2CCCC2=O)cc1)c1ccc(Br)o1	i
COc1ccc(Cl)cc1C(=O)Nn1cnc2c(cnn2C(C)(C)C)c1=O	i
O=S(=O)(c1c(F)cccc1F)N(Cc1ccccn1)Cc1ccco1	i
COc1ccc(/C=C/C(=O)N2CCN(c3cc(-n4ccnc4)nc(C)n3)CC2)cc1OC	i
COCCn1c(C2CC(=O)N(c3cc(C)cc(C)c3)C2)nc2ccccc21 (stereo not drawn)	i
Cn1nc(C2CCCN(C(=O)c3cccc(-n4cnnn4)c3)C2)n(-c2ccccc2)c1=O (stereo not drawn)	i
Cc1ccccc1NC(=O)C1CCN(c2cnc3ccccc3n2)CC1	i
CC(=O)N1CCc2c(sc(NC(=O)c3cc(C)no3)c2C#N)C1	i
O=C(CN1CCC(c2nnc(-c3ccc(F)cc3)o2)CC1)NCc1ccccc1Cl	i
CCOc1ccccc1NC(=O)CSc1ncc(S(=O)(=O)c2ccccc2)c(=O)[nH]1	i
CCOC(=O)N1CCN(CC(O)COCC23CC4CC(CC(C4)C2)C3)CC1 (stereo not drawn)	i
Cc1noc(C)c1CCC(=O)N1CC(c2nc(-c3ccsc3)no2)C1	i
O=C1OC2CC1N(C(=O)c1ccc(OC(F)(F)F)cc1)C2 (stereo not drawn)	i
COc1ccc(-c2nc3nc(-c4cc(OC)ccc4OC)cc(C(=O)O)c3[nH]2)cc1	i
CCOCCn1c(-n2nc(C)cc2C)nc2c1c(=O)n(CC)c(=O)n2C	i
O=S(=O)(CCCOc1ccc(F)cc1)NC1CCCCC1	i
CNC(=O)C1Cc2ccccc2N1C(=O)CCc1ccc(OC)cc1 (stereo not drawn)	i
CCCCNC(=O)Cc1csc(SCC(=O)c2ccc(F)cc2)n1	i
Cc1ccc2nc(N(Cc3ccncc3)C(=O)CCCS(=O)(=O)c3ccccc3)sc2c1	i
NC(=O)Cn1nnn(-c2ccc(NC(=O)c3cccc4ccccc34)cc2)c1=O	i
COC(=O)c1c(NC(=O)c2ccn(C)n2)sc2c1CC(C)(C)NC2(C)C	i
COc1ccc(NC(=O)CCN2C(=O)c3ccccc3S2(=O)=O)cc1OC	i
CCSc1nnc(NC(=O)c2nc(-c3cnccn3)no2)s1	i
CSc1cccc(NC(=O)C(=O)NCC2CCN(c3cnccn3)CC2)c1	i
Cc1cc(C(=O)N(CCCN(C)C)c2nc3c(C)cccc3s2)on1	i
CCOc1ccc(S(=O)(=O)N2CCN(c3ccc(-c4ccco4)nn3)CC2)cc1	i

# Further records follow:
SMILES	GIRK2 act
Cc1ccc(NC(=O)C(=O)NCC(c2cccn2C)N2CCN(C)CC2)cc1Cl (stereo not drawn)	i
c1ccc(OCCNCC2CCCO2)cc1 (stereo not drawn)	i
COc1cccc(N2CC(C(=O)NCCc3ccsc3)CC2=O)c1 (stereo not drawn)	i
COc1ccc(C)cc1S(=O)(=O)Nc1ccc(Nc2cc(-n3ccnc3)ncn2)cc1	i
CCOC(=O)CNC(=O)CSc1ncn[nH]1	i
CNC(=O)Cc1ccc(NC(=O)C2CC2)cc1	i
CCc1cccc2sc(N3CCN(C(=O)C4CCCN(S(C)(=O)=O)C4)CC3)nc12 (stereo not drawn)	i
Nn1c(CCc2c[nH]c3ccccc23)nn2c(=O)c3ccccc3nc12	i
CCOc1cc(C(=O)Nc2cc3c4c(c2)CCC(=O)N4CCC3)cc(OCC)c1OCC	i
CN1C(=O)Cc2cc(NC(=O)Nc3cccc(Cl)c3)ccc21	i
COc1cc([N+](=O)[O-])cc2cc(C(=O)OCCn3c([N+](=O)[O-])cnc3C)c(=O)oc12	i
O=C(Cc1cccs1)NCCS(=O)(=O)N1CCN(CCc2ccccc2)CC1	i
Cc1ccc(C)c(S(=O)(=O)NCC(O)c2ccc(C(F)(F)F)cc2)c1 (stereo not drawn)	i
O=C(Cc1ccc(NC(=O)COc2ccccc2)cc1)NCc1cccs1	i
CS(=O)(=O)N1CCC(CNC(=O)C(=O)Nc2cc(Cl)ccc2C#N)CC1	i
COCc1cc(=O)[nH]c2cc(NC(=O)Cc3cccs3)ccc12	i
CCOC(=O)c1ccc(NC(=O)CS(=O)(=O)Cc2ccccc2)cc1	i
COc1ccc(Br)c(C(=O)Nc2ccc(CC(=O)NC(C)(C)CO)cc2)c1	i
C=CCN1CC(c2nc3ccccc3n2CC(O)COc2c(C)cccc2C)CC1=O (stereo not drawn)	i
Cn1nc(NC(=O)/C=C\c2ccc3c(c2)OCO3)c2c1NC(=O)CC2c1ccco1 (stereo not drawn)	i
COc1cc(COCC2CCN(CC(=O)Nc3ccc(C(C)=O)cc3)CC2)cc(OC)c1	i
O=C(c1ccc(Cl)c(N2C(=O)CCS2(=O)=O)c1)N1CCN(c2ncccn2)CC1	i
CSc1ccc2nc(N3CCN(C(=O)c4ccn(C)n4)CC3)sc2c1	i
Cc1nnc(CNC(=O)C2CN(C(=O)c3cccs3)C2)o1	i
COc1ccc2[nH]c3c(c(=O)c2c1)CN(CC(=O)Nc1ccc2c(c1)OCCO2)CC3	i
COCCNC(=O)NCC1CCN(c2ccccn2)CC1	i
COc1cn(CC(=O)Nc2ccc(C)cc2)c(CSc2nc(C)cs2)cc1=O	i
CC1Cc2cc(-c3cc(CC(=O)NCCC4=CCCCC4)no3)ccc2O1 (stereo not drawn)	i
Cc1cc(C(=O)Nc2nnc(-c3cc(C)n(C)n3)o2)nn1C	i
O=C(Cn1cnc(-c2ccccc2)cc1=O)NCc1ccc2c(c1)OCO2	i
Cc1ccc(OCC(O)Cn2c(C3CC(=O)N(C(C)(C)C)C3)nc3ccccc32)cc1 (stereo not drawn)	i
COc1cc2nc(SCC(=O)Nc3ccc(C(C)C)cc3)n3nc(C)nc3c2cc1OC	i
CSc1ccc(NC(=O)C2CCCN2S(C)(=O)=O)cc1 (stereo not drawn)	i

# Pulled by compound from the entries so far:
SMILES	GIRK2 act
COc1cc2nc(SCC(=O)Nc3ccc(C(C)C)cc3)n3nc(C)nc3c2cc1OC	i
CSc1ccc(NC(=O)C2CCCN2S(C)(=O)=O)cc1 (stereo not drawn)	i
Cc1cc(C(=O)Nc2nnc(-c3cc(C)n(C)n3)o2)nn1C	i
CC1Cc2cc(-c3cc(CC(=O)NCCC4=CCCCC4)no3)ccc2O1 (stereo not drawn)	i
COCCNC(=O)NCC1CCN(c2ccccn2)CC1	i
O=C(Cn1cnc(-c2ccccc2)cc1=O)NCc1ccc2c(c1)OCO2	i
